# LYP act – LYP phosphatase activators, primary screen, biochemical, DiFMUP fluorescence, 2 µM | Tyrosine-protein phosphatase non-receptor type 22 (Homo sapiens), Q9Y2R2 | recombinant LYP; 0 = plate median, 100 = signal doubled | activation, % at 2 µM | hit rate 0.11% among 96,000 | AID 697, 2007;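 active = activation at 2 µM above a set limit, the mean plus 5 SD, cut at about 37% in these data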
# HIV Rev-RRE inh – HIV-1 Rev-RRE binding inhibitors, primary screen, biochemical, FRET, protein-RNA interaction; inhibition, % at 8 µM; hit rate 0.79% among 97,000; Rev peptide-RRE RNA binding; AID 704, 2007;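 active = inhibition above the screen-wide mean plus 3 SD, cut at about 35% in these data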;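 also: 0% = median DMSO wells and 100% = median Neomycin B control wells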
# Target sequence (P05866 whole entry, looked up): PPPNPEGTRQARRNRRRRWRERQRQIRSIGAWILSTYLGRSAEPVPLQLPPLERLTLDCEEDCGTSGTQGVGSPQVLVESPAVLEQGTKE
#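 Test system – labelled RRE RNA duplex and labelled Rev peptide · Reagent – labelled Rev peptide · Doses – one concentration, 8 µM nominal · Incubation – 5 + 15 min at 25 °C · Signal – FRET fluorescence readout · Read-out basis – % inhibition of FRET ratio versus controls · Control set – DMSO wells as 0% and neomycin B wells as 100% inhibition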
# PTPN22 inh 2 – PTPN22 phosphatase inhibitors, primary screen, biochemical, DiFMUP fluorescence, 2 µM; Tyrosine-protein phosphatase non-receptor type 22 (Homo sapiens), Q9Y2R2; recombinant LYP catalytic domain; inhibition, % at 2 µM; hit rate 0.21% among 96,000; AID 640, 2007;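 active = inhibition at 2 µM at or above a set limit, the screen mean plus 3 SD, cut at about 24% in these data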;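 also: 0% = DMSO with enzyme and 100% = enzyme fully blocked by orthovanadate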
# Plk1 PBD FP – Plk1 polo box domain binding inhibitors, primary screen, biochemical, fluorescence polarization; hit rate 0.13% among 97,000; Serine/threonine-protein kinase PLK1 (Homo sapiens), P53350; inhibition, %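 (tested at about 20 µM)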; Plk1 PBD phosphopeptide binding; in the data active = inhibition above about 34%, passing the limit was not always enough
# PLK1 kinase inh – human PLK1 kinase inhibitors, primary screen, biochemical, TR-FRET; recombinant PLK1 kinase, TR-FRET peptide phosphorylation; hit rate 0.53% among 97,000; Serine/threonine-protein kinase PLK1 (Homo sapiens), P53350; inhibition, % at 10 µM;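 active = inhibition of 50% or more in the single-concentration screen; inactive = inhibition below 50%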;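 also: 0% = DMSO max control and 100% = H-89 dihydrochloride min control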
# Pyk2 oligo antag – antagonists of Pyk2 self-association, primary screen, Q293 cells, FERM NanoBiT luminescence, HTS; Protein-tyrosine kinase 2-beta (Homo sapiens), Q14289; hit rate 0.83% among 99,000; stronger effect = lower value; z-score (the deposit names both 25 µM and 10 µM); AID 1347419, 2020;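 active = Z-score of -3 or lower, scaled per plate to the spread of control and sample wells; inactive = z-score above -3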;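 also: negative z-score means lost luminescence so less FERM oligomerization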
# Target sequence (Q14289 whole entry, looked up): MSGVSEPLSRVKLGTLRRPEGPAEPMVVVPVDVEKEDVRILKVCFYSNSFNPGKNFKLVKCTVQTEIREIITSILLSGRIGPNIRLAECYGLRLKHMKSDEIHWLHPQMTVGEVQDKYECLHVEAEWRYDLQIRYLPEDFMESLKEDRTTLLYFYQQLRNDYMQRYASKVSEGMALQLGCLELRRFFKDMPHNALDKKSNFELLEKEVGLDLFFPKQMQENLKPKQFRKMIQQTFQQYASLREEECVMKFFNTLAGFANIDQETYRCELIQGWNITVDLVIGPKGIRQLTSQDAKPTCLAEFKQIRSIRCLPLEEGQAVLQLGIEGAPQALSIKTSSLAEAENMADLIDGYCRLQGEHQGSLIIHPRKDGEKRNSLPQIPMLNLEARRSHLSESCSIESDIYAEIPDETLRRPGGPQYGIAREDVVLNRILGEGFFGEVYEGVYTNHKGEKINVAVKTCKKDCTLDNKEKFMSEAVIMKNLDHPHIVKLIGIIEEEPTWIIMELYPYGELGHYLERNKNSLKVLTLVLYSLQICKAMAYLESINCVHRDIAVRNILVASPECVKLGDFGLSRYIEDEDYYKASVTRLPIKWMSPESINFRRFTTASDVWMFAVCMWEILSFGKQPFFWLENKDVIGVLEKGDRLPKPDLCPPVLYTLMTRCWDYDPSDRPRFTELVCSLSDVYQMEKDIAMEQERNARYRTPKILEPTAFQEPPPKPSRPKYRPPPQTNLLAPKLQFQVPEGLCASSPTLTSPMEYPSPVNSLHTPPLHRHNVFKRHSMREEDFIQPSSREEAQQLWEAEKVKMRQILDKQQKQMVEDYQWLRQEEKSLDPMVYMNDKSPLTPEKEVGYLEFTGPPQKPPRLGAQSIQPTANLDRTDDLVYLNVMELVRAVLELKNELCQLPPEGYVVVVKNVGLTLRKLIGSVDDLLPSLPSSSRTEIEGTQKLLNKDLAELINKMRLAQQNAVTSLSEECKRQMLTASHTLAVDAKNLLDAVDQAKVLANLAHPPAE
# EphB4 ephrin blk – EphB4-ephrin-B2 interaction antagonists, primary screen, biochemical, TNYL-RAW peptide probe, fluorescence polarization; Ephrin type-B receptor 4 (Homo sapiens), P54760; hit rate 0.15% among 97,000; inhibition, % at 7 µM; EphB4 LBD / TNYL-RAW-Alexa532 peptide; AID 720, 2007;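 active = inhibition above the screen-wide mean inhibition plus 3 SD, cut at about 15% in these data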;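 also: 0% = DMSO wells and 100% = excess unlabeled TNYL-RAW peptide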
# FAK blocker – FAK kinase inhibitors, primary screen, biochemical; biochemical FAK kinase activity assay; inhibition, %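 (tested at 7 µM)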; Focal adhesion kinase 1 (Homo sapiens), Q05397; hit rate 0.84% among 97,000; in the data active = inhibition above about 19%;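 also: 0% = DMSO and 100% = reference compound high control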
# cytoskel mod – modifiers of F-actin cytoskeleton organization, primary screen, imaging, HUVEC, phalloidin staining, high-content imaging; AID 836, 2007; inhibition, % at 2 µM; hit rate 0.18% among 91,000; HUVEC TNFa F-actin phalloidin imaging;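 active = inhibition above the batch mean plus 3 SD and confirmed as a hit by visual image inspection, cut at about 30% in these data, passing the limit was not always enough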; also: strong numbers were not always called active
# * hit, by the source's call; x = not tested or not shown.
LYP act,HIV Rev-RRE inh,PTPN22 inh 2,Plk1 PBD FP,PLK1 kinase inh,Pyk2 oligo antag,EphB4 ephrin blk,FAK blocker,cytoskel mod,structure
2,30,-5,-14,-7,x,-8,-1,0,CCOc1ccc(C2C=C(c3ccc(C)cc3)Nc3ncnn32)cc1 (stereo not given)
6,0,-5,36,-9,-0.22,-5,0,5,Cc1nnc(SCC(=O)NC2CCCCC2)n(N)c1=O
-7,8,5,-23,-4,0,4,6,19,COc1cc(-c2nnc(Cn3cc(C(F)(F)F)ccc3=O)o2)cc(OC)c1OC
0,4,0,4,-11,2,-4,4,5,CCn1cc(NC(=O)Nc2ccccc2C(=O)OC)c(C(N)=O)n1
-11,2,10,-3,-8,0.68,3,-1,8,Nc1nnc(SCC(=O)N2CCc3ccccc32)n1-c1ccccc1
-10,-7,13,-11,-8,-1.5,-6,-1,-6,CCOc1ccc(OCC)c(-c2c(=O)n(OCc3ccc(C(C)(C)C)cc3)c3ccccc3[n+]2[O-])c1
6,8,-9,-45,41,x,0,-3,12,COc1cccc2[nH]c3c(N4CCN(Cc5ccc6c(c5)OCO6)CC4)ncnc3c12
-4,8,7,8,-15,0.67,0,2,-4,COc1ccc(COC(=O)N/N=C(\C)CC(=O)Nc2c(C)cc(C)cc2C)cc1
-9,-1,6,-6,-6,x,-4,-8,12,CCOc1ccc(Cn2nnc(C(=O)NCc3ccccc3)c2N)cc1
27,9,-31,-12,-15,0.13,-4,5,-1,COc1ccc(NC(=O)Nc2cc(C)ccc2OC(F)F)c(OC)c1
-4,5,6,-18,-18,-0.58,1,-1,31,CN1c2ccccc2C(O)=C(C(=S)Nc2ccc(F)c(Cl)c2)S1(=O)=O
2,0,-3,9,-1,-0.3,-10,5,-18,COc1cccc(C2NC(=O)NC(C)=C2C(=O)Nc2cc(OC)ccc2OC)c1 (stereo not given)
5,6,-7,-6,-10,0.21,-3,1,-4,O=C(COc1ccccc1Br)N1CCN(c2ccccc2)CC1
-2,-4,1,-10,-6,2.5,0,1,-12,CCOc1ccc(N2CC(C(=O)Nc3ccc(S(=O)(=O)Nc4ncccn4)cc3)CC2=O)cc1 (stereo not given)
-5,-5,6,-16,-14,1,-3,-2,20,CCOc1ccc(OCC(=O)Nc2ccc(S(=O)(=O)Nc3cc(C)nc(C)n3)cc2)cc1
-3,11,2,-18,-5,0.41,3,1,-13,Cc1cc(OCCCC(=O)N2CCCCC2)cc(C)c1Cl
-2,4,7,-27,-8,1.4,-10,-4,1,CCCN(C(=S)Nc1ccccc1)C1CCS(=O)(=O)C1 (stereo not given)
-9,3,13,16,-14,-1.3,6,2,-3,CCOC(=O)Cn1c(S(=O)(=O)Cc2ccc(F)cc2)nc(-c2ccccc2)c1-c1ccccc1
3,1,-6,-14,0,x,-9,3,-34,COc1ccc(/C(O)=C2/C(=O)C(=O)N(CCCN(C)C)C2c2ccc(C)o2)cc1Cl (stereo not given)
0,3,-3,-20,-11,x,2,7,-14,COc1ccc(-n2nc3c(c2NC(=O)c2ccc(Br)cc2)CS(=O)C3)cc1 (stereo not given)
7,4,-8,-13,-4,0.14,-2,-1,-9,CCOC(=O)CSc1nnc(CNC(=O)c2cc(OCC)c(OCC)c(OCC)c2)n1C
-9,8,7,17,-12,-1.8,7,-6,11,O=C(NCc1ccco1)C(c1cccs1)N(C(=O)C1COc2ccccc2O1)c1cccc(O)c1 (stereo not given)
0,5,-4,-24,5,0.35,-6,3,16,Cc1ccc(O)c(C2=NOC(O)(C(F)(F)C(F)F)C2)c1 (stereo not given)
0,1,-1,-1,-8,0.1,-1,0,18,COc1cc(C2N(c3ccccc3)CCN2c2ccccc2)cc(OC)c1OC
10,-2,-14,10,-9,-0.27,-14,1,-5,C=CCNC(=O)C1CCN(S(=O)(=O)c2ccc(Br)cc2)CC1
5,11,-8,24,-8,x,3,7,-11,COC(=O)C1(C)Nc2ccccc2C(=O)N1c1ccccc1C (stereo not given)
2,5,-4,-10,-4,-0.87,-5,-2,8,Cc1cc(C)c2nc(SCCC#N)nc(C)c2c1
5,6,-2,15,-10,1.3,0,-2,14,Cc1ccc(CONC(=O)/N=C/N(C)C)cc1
9,0,-4,26,-4,0.57,2,1,-6,O=C(Nc1ccc2c(c1)OCCO2)c1ccco1
-9,11,11,-3,-8,1.1,5,1,24,CCN(c1c(C)n(C)n(-c2ccccc2)c1=O)S(C)(=O)=O
-12,9,10,3,0,-0.44,1,1,15,CCOP(=O)(c1ccccc1)C1(O)CCCCC1 (stereo not given)
-14,0,16,-18,-3,-0.17,7,0,-12,Cc1ccc(C(=O)Nc2nc3ccccc3n3nnnc23)cc1
2,5,0,10,-10,0.17,4,2,7,COc1ccc(CN2CN=C(Nc3nc4ccccc4s3)NC2)cc1
1,8,4,-19,-6,-1.7,-1,4,1,Cc1ccccc1NS(=O)(=O)c1cc(C(=O)NCCC2=CCCCC2)ccc1C
-2,7,2,-5,-9,-2.9,3,1,1,COC(=O)c1cc(NC(=O)Nc2ccccc2OC)cc(C(=O)OC)c1
-5,4,4,13,-8,0.19,2,-3,-5,CCOc1ccccc1CNCCO
5,4,-6,7,-4,-0.13,-5,-13,22,Cc1ccc(NC(=O)Cn2nc(C)c3ccccc3c2=O)cc1
-6,3,4,6,-4,0.18,0,-4,x,COC(=O)c1cc2ccc(OC)c(OC)c2c(=O)s1
-11,3,10,23,-2,0.11,-11,-1,x,OCc1nc2ccccc2n1CCCOc1ccc(Br)cc1
8,22,-9,8,-15,0.95,-5,0,5,O=C(c1ccccc1C(=O)N1CCN(c2ccccc2)CC1)N1CCN(c2ccccc2)CC1

# Shown as comma-separated lines: part of the list above.
SMILES,LYP act,HIV Rev-RRE inh,PTPN22 inh 2,Plk1 PBD FP,PLK1 kinase inh,Pyk2 oligo antag,EphB4 ephrin blk,FAK blocker,cytoskel mod
Cc1ccccc1NS(=O)(=O)c1cc(C(=O)NCCC2=CCCCC2)ccc1C,1,8,4,-19,-6,-1.7,-1,4,1
O=C(c1ccccc1C(=O)N1CCN(c2ccccc2)CC1)N1CCN(c2ccccc2)CC1,8,22,-9,8,-15,0.95,-5,0,5

# Next entries:
LYP act,HIV Rev-RRE inh,PTPN22 inh 2,Plk1 PBD FP,PLK1 kinase inh,Pyk2 oligo antag,EphB4 ephrin blk,FAK blocker,cytoskel mod,structure
-6,1,8,-1,-2,-0.29,-1,9,33,COC(=O)c1ccc(Cn2nc(C)c(Cl)c2C)o1
0,19,3,2,-3,-1.4,0,0,18,CCN(CC)S(=O)(=O)c1ccc(N(C)Cc2ccc(C(F)(F)F)cc2)nc1
0,10,-1,2,-14,0.43,6,5,-10,N#Cc1ccsc1NC(=O)c1ccccn1
-5,1,7,-5,0,-1.1,1,-5,-18,Cc1cc(NCCCn2ccnc2)n2ncc(-c3ccc(Cl)cc3)c2n1
4,-1,-1,-19,1,0.34,-7,0,-20,O=C(NCCc1c[nH]c2ccc(Cl)cc12)c1cccnc1
-2,-1,0,-13,-8,-0.73,-7,6,x,CC(=O)c1sc(NC(=O)c2ccc(Cn3cc(Br)cn3)o2)nc1C
-5,15,8,-14,-2,-0.46,1,-3,1,O=C(CCC(=O)c1ccc(Br)cc1)Nc1cccc(C(F)(F)F)c1
4,0,1,19,-6,1.8,3,0,10,Cc1ccc(/C=N/NC(=O)CSc2nc3nc(C)cc(C)n3n2)cc1
22,1,-23,-4,-7,0.68,-7,4,10,CCCc1nc(-c2ccccc2O)n(-c2ccccc2)n1
8,9,-8,7,-5,0.27,-1,0,9,CCCCSc1nnc([C@@H](NC(=O)OC(C)(C)C)C(C)C)o1
14,3,-16,9,-10,0.55,-1,-3,12,CCC(C)Sc1nnc(-c2c[nH]c3ccccc23)n1CCOC (stereo not given)
-8,11,5,-14,-6,0.02,6,0,-6,Cc1ccccc1NS(=O)(=O)c1cc(S(C)(=O)=O)ccc1Cl
-9,8,8,-4,-7,-0.08,-2,0,-16,O=C(Nc1ccccc1)N(Cc1cccnc1)Cc1ccco1
-10,0,11,-5,-7,1.8,4,7,-16,Cc1cc(OCC(=O)C(C)(C)C)c2c(C)c(C)c(=O)oc2c1
0,1,-1,17,-5,-1.4,-2,0,8,CCOCN(C(=O)Cn1c(CO)nc2ccccc21)c1c(C)cccc1CC
0,0,-2,-25,-9,-1,1,0,6,CCn1c(SCC(=O)c2ccc(Cl)s2)nnc1-c1cccs1
8,8,-6,-21,-6,0.42,14,2,1,O=C(Nc1ccc(Cl)cc1)C1CCC(=O)N1Cc1ccccc1Cl (stereo not given)
1,7,-2,26,-4,0.69,-4,2,-13,COc1cc(/C=N/n2cnnc2)ccc1OCCOc1ccccc1
-5,7,2,-21,-12,0.66,2,2,30,O=C(NCc1ccccc1)NC1CCCCC1
-4,8,2,-15,-2,x,-2,-1,4,O=C(NCCC1=CCCCC1)C1CCN(S(=O)(=O)c2cccc3cccnc23)CC1
8,4,-7,-9,-8,-0.59,-4,0,2,CNC(=O)CCCCCNS(=O)(=O)c1ccc(C)cc1
8,6,-10,10,-11,0.04,2,0,13,Cc1cc2cc(CN(CCCN3CCOCC3)C(=O)NC3CCCCC3)c(=O)[nH]c2cc1C
-7,13,5,8,8,-2.4,0,3,18,CCOC(=O)c1sc(=N)n(-c2ccc(OC)cc2)c1C
-4,5,2,0,3,x,0,2,2,Cn1c(C(=O)NCCCN2CCOCC2)cc2c(=O)n(C)c3ccccc3c21
1,3,1,9,-3,-0.08,-1,0,2,COc1ccc(/C=N/NC(=S)NC2CCS(=O)(=O)C2)cc1OC (stereo not given)
-3,0,1,14,-2,x,2,0,-20,COc1ccc(C(c2nnnn2C2CCCCC2)N2CCN(c3ccccc3)CC2)cc1 (stereo not given)
-6,7,3,-6,-11,-1.2,-7,-1,3,COc1ccc(C)c(Cn2c(-c3nonc3N)nc3ccccc32)c1
8,9,-6,-35,-4,0.54,-1,-2,-2,Cc1c(Cl)cccc1NC(=S)NN1CCOCC1
8,9,-9,-17,1,-0.47,6,-2,18,C=CCN1C(=O)C2(C(C(=O)c3ccc(C)o3)=C(O)C(=O)N2CCCN2CCOCC2)c2ccccc21 (stereo not given)
4,12,-2,-2,-6,-0.21,4,-1,0,Clc1ccc(CNc2nc(N3CCOCC3)nc(N3CCOCC3)n2)cc1
0,1,-3,-8,-10,-0.21,1,-1,-5,Cc1cc(C)cc(-n2c(C)cc(/C=N/NC(=O)CN(c3c(C)cccc3C)S(C)(=O)=O)c2C)c1
3,-2,-7,-29,-12,-0.04,-11,-5,5,CC1CCCN(CC(O)COc2ccc(Cl)cc2)C1 (stereo not given)
-5,5,4,-23,7,-1.1,6,6,8,Cc1cc(Nc2ccccc2)n(CCC#N)n1
3,2,1,-1,-2,-0.03,-2,-6,10,Cc1[nH]c2ccccc2c(=O)c1CN1CCCCC1

# Screens (PubChem)

# Compounds were not picked by outcome; 3.5% or so of the library scored in one or more.
